PKA-R2B act – activators of human PKA-R2B complex; P22694+P31323; PKA-R2B holoenzyme dissociation, Cy5-IP20 fluorescence polarization; R2B truncated from residue 108, S112A mutant; 0% DMSO only, 100% 113 µM cGMP; activation, % at 11.4 µM; actives 0.079% (n = 340,000);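 active = activation above a cutoff set at the mean over all compounds plus 3 SD, cut at about 18% in these data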;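 note: higher means more holoenzyme dissociation and a rise in polarization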
Target sequence (P31323 whole entry, looked up, other chains not shown, the tested form may be a part): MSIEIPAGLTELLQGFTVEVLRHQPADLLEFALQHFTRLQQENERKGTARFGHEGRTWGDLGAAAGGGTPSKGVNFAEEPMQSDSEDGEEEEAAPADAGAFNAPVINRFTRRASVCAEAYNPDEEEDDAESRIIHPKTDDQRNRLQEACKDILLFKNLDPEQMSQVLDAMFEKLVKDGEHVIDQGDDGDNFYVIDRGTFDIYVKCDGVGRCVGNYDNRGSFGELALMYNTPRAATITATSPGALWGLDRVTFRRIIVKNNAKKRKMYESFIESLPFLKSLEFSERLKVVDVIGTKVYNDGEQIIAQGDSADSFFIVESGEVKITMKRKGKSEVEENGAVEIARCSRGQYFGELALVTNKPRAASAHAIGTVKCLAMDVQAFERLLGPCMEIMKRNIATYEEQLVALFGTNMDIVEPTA
SR-BI DiI inh – mouse SR-BI HDL lipid transfer inhibition. ldlA[mSR-BI] CHO cells, DiI-HDL uptake fluorescence, 3 h. inhibition, % at 12.5 µM. actives 0.96% (n = 320,000). AID 488896;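 active = mean replicate inhibition of at least 70% and a set share of replicates each scoring 70 or more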;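 note: 0% = median of neutral control wells and 100% = median of positive control wells; values of inactives mirror those of a sister screen read the other way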
Target sequence (Q61009 whole entry, looked up): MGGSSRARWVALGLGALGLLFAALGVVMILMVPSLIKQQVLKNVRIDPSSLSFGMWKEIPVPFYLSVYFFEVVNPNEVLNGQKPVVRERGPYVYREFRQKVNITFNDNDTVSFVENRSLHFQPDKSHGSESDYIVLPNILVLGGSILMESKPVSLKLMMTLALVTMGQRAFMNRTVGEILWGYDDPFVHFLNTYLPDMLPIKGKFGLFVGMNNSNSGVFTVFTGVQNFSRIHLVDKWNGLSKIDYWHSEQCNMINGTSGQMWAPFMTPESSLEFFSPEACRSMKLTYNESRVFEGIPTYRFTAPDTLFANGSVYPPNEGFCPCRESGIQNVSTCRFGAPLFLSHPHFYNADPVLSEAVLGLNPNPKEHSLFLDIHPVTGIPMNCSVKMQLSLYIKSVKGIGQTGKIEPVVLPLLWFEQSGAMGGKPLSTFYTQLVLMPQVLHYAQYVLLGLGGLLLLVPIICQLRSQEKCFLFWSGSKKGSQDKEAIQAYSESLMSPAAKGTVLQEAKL
SR-BI DiI-HDL act – activators of SR-BI mediated HDL lipid uptake; AID 504775; CHO ldlA[mSR-BI] cells, DiI-HDL uptake fluorescence, 3 h; 100 = double the neutral-control signal; activation, % at 12.5 µM; actives 0.096% (n = 320,000);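 active = mean replicate activation of at least 60% and every replicate at or above 60%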;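 note: 0% = median plate neutral-control signal and 100% = twice that signal; values of inactives mirror those of a sister screen read the other way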
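Test system: SR-BI-overexpressing, LDLR-lacking CHO cells; Medium: Ham's F12 with 0.5% BSA, HEPES 25 mM, pH 7.4; Schedule: 3 h, 37 °C; Technique: bottom-read fluorescence, 550/595 nm.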
NSD2 HMT inh – blocks human histone methyltransferase NSD2; inhibition, % at 12.5 µM; actives 0.54% (n = 310,000); NSD2 peptide methylation, AlphaScreen, 120 min; O96028; in the data active = inhibition above about 50%
PvdQ inh – blocks Pseudomonas aeruginosa PvdQ acylase activity; purified PvdQ acylase, fluorescence plate reader; AID 488965; actives 0.063% (n = 340,000); inhibition, % at 10 µM; in the data active = inhibition above about 30%, passing the limit was not always enough;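 note: 0% = vehicle neutral wells and 100% = reference inhibitor wells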
C-LANA FP – blocks KSHV LANA C-terminal domain binding to DNA | MBP-C-LANA/FAM-LBS DNA binding, fluorescence polarization | inhibition, % at 9 µM | actives 0.078% (n = 340,000);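 active = highest replicate inhibition at or above 60% at 9 µM, even if other replicates fall short; inactive = all replicates below 60% inhibition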;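 note: 0% = neutral control wells and 100% = 4 µM acridine orange control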
Keap1 Nrf2 FP – disrupts human Keap1 binding to Nrf2 peptide | Q14145 | Keap1 Kelch-Nrf2 peptide fluorescence polarization, 1536-well | inhibition, % at 9.4 µM | actives 0.15% (n = 340,000) | AID 504523; in the data active = inhibition above about 12%;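 note: human Keap1 Kelch domain with fluorescein labeled Nrf2 9mer peptide probe; 0% = neutral control wells and 100% = peptide positive control; higher means more block of Keap1 binding to Nrf2 peptide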
Cardiac RTF inh – cardiac RTF calcium desensitization. inhibition, % at 7.15 µM. IANBD-labeled cardiac RTF, Ca2+ fluorescence. P19429+P45379. AID 493244. actives 0.12% (n = 340,000);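 active = inhibition above the mean inhibition of all tested compounds plus 3 SD, cut at about 17% in these data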;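 note: assay run at fixed EC70 calcium of 1.6 mM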
Arr AP2 block – human beta-arrestin and AP2 interaction inhibition; actives 0.31% (n = 340,000); AID 504490; FITC-arrestin peptide / GST-AP2 beads, flow cytometry; AP2 beta2 appendage carries R879A mutation; inhibition, % at 10 µM;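 active = inhibition above a set limit, near 3 SD of compounds lacking own fluorescence, cut at about 54% in these data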;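 note: plate controls were DMSO wells for no effect and 5 µM unlabelled arrestin peptide for full effect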
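Measured by: flow cytometry, FL1 (488/535 nm); Material: AP2 appendage R879A on GSH beads; Evaluation: percent response; Timing: pre-incubation 12 min, peptide binding 1 h, room temperature; Also added: 50 nM FITC-arrestin peptide; Medium: PBS with 0.05% Tween 20 and 0.1% BSA.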
DAGLB inhibitor – blocks human DAGLB lipase activity. HEK293T DAGLB membrane lysate, EnzChek fluorogenic substrate. inhibition, % at 5.17 µM. Q8NCG7. actives 0.059% (n = 340,000); in the data active = inhibition above about 34%;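 note: 0% = enzyme with vehicle and 100% = wells lacking enzyme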
Starred values were filed as active, the others as inactive; . = not tested or not shown. The order is random; overall some 2.1% were active at least once.

SMILES	PKA-R2B act	SR-BI DiI inh	SR-BI DiI-HDL act	NSD2 HMT inh	PvdQ inh	C-LANA FP	Keap1 Nrf2 FP	Cardiac RTF inh	Arr AP2 block	DAGLB inhibitor
C[C@@]12CC(=O)NC1N(C(=O)c1ccccc1)C(c1ccccc1OC(=O)c1ccccc1)C2 (stereo partly drawn)	-8	-5	5	0	3	-1.2	3	-9	-1	0
O=C(CSc1nc2ccccc2c(=O)n1-c1ccccc1Cl)NC1CCS(=O)(=O)C1 (stereo not drawn)	-2	-14	14	0	-5	-0.1	3	-2	3	1
S=C(NCCc1ccc(Cl)cc1)NCc1ccco1	5	-6	6	5	0	-0.1	2	-13	5	-2
COc1ccc(N2CCN(CCCNC(=O)C(=O)c3c(C)n(C)c4ccccc34)CC2)cc1	-11	15	-15	11	0	0.0	0	-7	34	-1
COc1cc(CN2CCCC(CO)(Cc3cccc(Cl)c3)C2)cc(OC)c1O (stereo not drawn)	12	6	-6	-1	-8	2.4	-6	-13	44	3
COC(=O)c1cc(NC2c3ccccc3C(=O)N2CCN2CCOCC2)cc(C(=O)OC)c1 (stereo not drawn)	10	-14	14	.	-7	-1.4	4	-3	15	1
COC(=O)c1ccsc1NC(=O)CN1CCN(Cc2ccc3c(c2)OCO3)CC1	-1	6	-6	34	-8	0.9	-6	-3	2	-3
CCn1c(CSc2nc3ccccc3[nH]2)n[nH]c1=S	9	0	0	-1	-6	-0.9	1	-3	6	2
COc1ccc(OC)c(N(CC(=O)Nc2cccnc2)S(=O)(=O)c2ccc(OC)c(OC)c2)c1	0	-4	4	1	-14	-1.6	4	-1	1	1
O=C(Oc1ccc(-c2csnn2)cc1)C1CC1	-12	-15	15	-2	-4	-0.5	-3	-10	7	-3
Cc1nn(-c2ccc(F)cc2)c2sc(C(=O)OC3CCOC3=O)cc12 (stereo not drawn)	4	-4	4	0	-4	0.2	-3	0	-1	-6
C=CCc1ccc(OCC(O)CN2CCN(Cc3ccccc3)CC2)c(OC)c1 (stereo not drawn)	2	16	-16	2	-15	2.0	1	-5	-3	2
Cc1onc(-c2ccccc2)c1C(=O)OCC(=O)N1CCC(C)CC1	1	6	-6	23	-9	0.4	1	2	0	-2
Cc1cc(NC(=O)c2ccc([N+](=O)[O-])cc2Cl)ccc1NC(=O)c1ccco1	-6	4	-4	1	-11	0.0	-2	0	-2	0
O=C(NCCCc1ccccc1)C(=O)NCC1OCCN1S(=O)(=O)c1cc(F)ccc1F (stereo not drawn)	-7	-1	1	0	-5	-0.8	1	0	-8	-1
COc1cccc(CC2(CO)CCCN(Cc3cn[nH]c3C3CCCCC3)C2)c1 (stereo not drawn)	-5	-15	15	1	-6	-0.3	3	-7	-5	-4
CCN(Cc1nc(-c2ccc(C)cc2)no1)C(=O)c1ccco1	-3	-5	5	1	-17	-0.5	-8	-1	-1	-3
O=C(COc1ccc2ccccc2c1Br)Nc1ncn[nH]1	4	6	-6	-2	2	0.2	-2	1	4	0
CCOc1cccc(C(=O)Nc2cc(C)ccc2NC(=O)c2ccco2)c1	6	29	-29	-3	-14	0.9	-1	-5	-5	0
Cc1ccc(SCC(=O)O/N=C(\N)c2ccc([N+](=O)[O-])cc2)cc1	-10	-9	9	6	3	0.3	2	-5	4	-10
COc1ccccc1C(=O)NCC(=O)OCC(=O)NNC(=O)c1ccc(Br)cc1	-1	-5	5	0	-4	0.8	-5	4	9	3
COc1cc(-c2cc(C(=O)NCc3ccc(S(N)(=O)=O)cc3)c3ccccc3n2)cc(OC)c1OC	-17	.	.	-9	-14	-2.0	-5	-6	33	-1
O=C(C[n+]1cc(Br)cc2ccccc21)c1ccc(Br)cc1	-3	0	0	-1	-20	0.4	-3	-19	-3	-7
O=C(O)CCCC(=O)NCc1c(Cl)cccc1Sc1ccc(Cl)cc1	-10	1	-1	-1	-18	-1.7	-7	-1	-2	2
COc1ccc(-c2n[nH]c(C)c2-c2cnn(-c3ccccc3)c2)c(O)c1	9	-24	24	1	-8	-0.7	-1	-6	3	-2
COc1ccc(CSc2nc3ccccc3c(=O)n2CCCN2CCOCC2)cc1F	1	-16	16	.	-14	2.0	-2	-14	-2	-4
O=C(NNC(=S)NC1CCCCC1)c1cccs1	0	-5	5	-2	2	1.9	1	-2	7	0
CC(CC(=O)NCCc1ccc(F)cc1)c1ccccc1 (stereo not drawn)	-7	-19	19	-3	-13	-0.2	-5	-10	2	-1
COc1cc(/C=C2\C(=N)N3N=C(S(C)(=O)=O)SC3=NC2=O)ccc1OS(=O)(=O)c1ccc(C)cc1	-21	-17	17	18	4	1.6	0	-2	16	6
COc1cc(C2C(=O)N(C3CCCC3)CC(=O)N2Cc2ccco2)ccc1OC(C)C (stereo not drawn)	0	-28	28	3	-13	0.3	-7	-1	-5	-2
C/C(=N/N=C1/NC(=O)CC(C(=O)O)S1)c1ccccc1 (stereo not drawn)	-20	-4	4	-1	-23	0.0	-1	-13	1	-8
CC(=O)c1sc(NC(=O)CCS(=O)(=O)c2ccccc2)nc1C	-5	10	-10	-1	10	-0.6	-3	1	-5	-3
O=C(CC1(O)CCCCC1)OC1CCCC1	1	-16	16	4	-13	-0.5	-3	-4	-8	-2
COc1ccc(Cc2nnc(NC(=O)Nc3ccccc3OC)s2)cc1	-10	-6	6	6	6	1.0	-6	8	27	-4
C=CCNC(=O)COc1cc(C)ccc1C	-10	-24	24	-2	7	-0.3	-1	-1	31	-1
Cc1ccc(NCC(=O)NNC2=NCCC2)c(C)c1	-8	11	-11	-1	4	0.3	-6	-3	-7	0
CC(C)Cc1ccc(/C(=N/O)C(=O)O)s1	1	-32	32	1	-10	0.3	-3	3	2	-2
Cc1ccc(C(=O)N2CCCC(Nc3ccc(C)c(C)c3)C2)c(=O)[nH]1 (stereo not drawn)	-2	-22	22	7	6	0.3	-1	4	36	-3
COC(=O)c1ccc2nc(NC(=O)COC(=O)CSc3nc(C)cc(C)n3)sc2c1	-3	-10	10	0	-14	0.7	1	10	-20	0
CC(C)CC1NC(=O)N(CC(=O)N(C)C2CCCCC2)C1=O (stereo not drawn)	4	-10	10	-2	-16	1.6	0	2	1	-1
CCCCn1c(N)c(N(CCC(C)C)C(=O)c2ccc3ccccc3c2)c(=O)[nH]c1=O	-9	10	-10	-2	5	1.1	-1	3	-9	2
NCCCC[C@@H](C(=O)N1CCNCC1)n1cc([C@@H](N)CC(N)=O)nn1	3	-22	22	.	2	0.2	-2	2	-4	-3
C=CCOC(=O)C1=C(C)N=C2SCCC(=O)N2C1/C=C/c1ccccc1OC (stereo not drawn)	0	19	-19	-2	6	-0.9	-2	-6	25	-4
COc1ccc(CN2CN(S(=O)(=O)c3ccccc3)c3nc4ccccc4nc32)cc1	-5	.	.	-2	-3	-0.7	3	-3	14	3
CCOC(=O)c1cnn(-c2ccccc2)c1-n1cccc1C(=O)C(=O)N(CC)CC	-10	-17	17	-2	-12	-2.0	-1	-1	-34	-2
Cc1ccc(Sc2ccc(C(=O)NC(C)C)cc2[N+](=O)[O-])cc1	-9	26	-26	1	1	2.6	-4	5	11	-4
CCOC(=O)Nc1ccc2c(CN3CCN(S(=O)(=O)c4ccccc4F)CC3)cc(=O)oc2c1	11	32	-32	-1	-10	-1.6	-2	-23	-7	-1
CCOc1cc2[nH]c(=O)n(CCC(=O)NCc3ccc(OC)cc3)c(=O)c2cc1OCC	-1	10	-10	1	0	3.6	-1	0	9	0

Twelve of these compounds in a different format.
canonical_smiles,PKA-R2B act,SR-BI DiI inh,SR-BI DiI-HDL act,NSD2 HMT inh,PvdQ inh,C-LANA FP,Keap1 Nrf2 FP,Cardiac RTF inh,Arr AP2 block,DAGLB inhibitor
CC(C)Cc1ccc(/C(=N/O)C(=O)O)s1,1,-32,32,1,-10,0.3,-3,3,2,-2
Cc1ccc(C(=O)N2CCCC(Nc3ccc(C)c(C)c3)C2)c(=O)[nH]1 (stereo not drawn),-2,-22,22,7,6,0.3,-1,4,36,-3
COC(=O)c1ccc2nc(NC(=O)COC(=O)CSc3nc(C)cc(C)n3)sc2c1,-3,-10,10,0,-14,0.7,1,10,-20,0
CC(C)CC1NC(=O)N(CC(=O)N(C)C2CCCCC2)C1=O (stereo not drawn),4,-10,10,-2,-16,1.6,0,2,1,-1
CCCCn1c(N)c(N(CCC(C)C)C(=O)c2ccc3ccccc3c2)c(=O)[nH]c1=O,-9,10,-10,-2,5,1.1,-1,3,-9,2
NCCCC[C@@H](C(=O)N1CCNCC1)n1cc([C@@H](N)CC(N)=O)nn1,3,-22,22,.,2,0.2,-2,2,-4,-3
C=CCOC(=O)C1=C(C)N=C2SCCC(=O)N2C1/C=C/c1ccccc1OC (stereo not drawn),0,19,-19,-2,6,-0.9,-2,-6,25,-4
COc1ccc(CN2CN(S(=O)(=O)c3ccccc3)c3nc4ccccc4nc32)cc1,-5,.,.,-2,-3,-0.7,3,-3,14,3
CCOC(=O)c1cnn(-c2ccccc2)c1-n1cccc1C(=O)C(=O)N(CC)CC,-10,-17,17,-2,-12,-2.0,-1,-1,-34,-2
Cc1ccc(Sc2ccc(C(=O)NC(C)C)cc2[N+](=O)[O-])cc1,-9,26,-26,1,1,2.6,-4,5,11,-4
CCOC(=O)Nc1ccc2c(CN3CCN(S(=O)(=O)c4ccccc4F)CC3)cc(=O)oc2c1,11,32,-32,-1,-10,-1.6,-2,-23,-7,-1
CCOc1cc2[nH]c(=O)n(CCC(=O)NCc3ccc(OC)cc3)c(=O)c2cc1OCC,-1,10,-10,1,0,3.6,-1,0,9,0
